M. tuberculosis = growth inhibition of non-replicating M. tuberculosis (AID 488890). Mycobacterium tuberculosis non-replicating, growth inhibition; higher % means a stronger effect. one-dose inhibition, % at 25 µM; IC50 in µM for titrated hits. 320,000 tested, 0.39% active; in the data active = a potency from the dose series; inconclusive = inhibition mostly from about 82% at the one dose, without a potency; inactive = the rest, 99 in 100 with inhibition below about 76%;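 note: plate controls were DMSO cells for no effect and high antibiotic wells for full effect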
PhoP GFP inhibition = PhoP regulon inhibitors, Salmonella typhi PhoP promoter GFP reporter, confirmatory (AID 1850); 310,000 tested, 0.33% active; one-dose inhibition, % at 50 µM; IC50 in µM for titrated hits; Salmonella Typhi PhoP-promoter GFP reporter, fluorescence, 4 h; higher % means a stronger effect; in the data active = a potency from the dose series; inconclusive = inhibition mostly from about 25% at the one dose, without a potency; inactive = the rest, 99 in 100 with inhibition below about 19%;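 note: 0% = induced wells with vehicle and 100% = uninduced wells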
influenza NS1A = NS1A inhibition, H1N1 influenza, cell based functional assay (AID 504329). NS1A functional cell-based assay, percent inhibition; higher % means a stronger effect. 340,000 tested, 0.3% active. inhibition, % at 12.5 µM; hits with a dose series show IC50 in µM; in the data active = a potency from the dose series; inconclusive = inhibition above about 27% without an active follow-up result; note: strong numbers were not always called active
M. tuberculosis HTS = M. tuberculosis growth inhibition, HTS (AID 449762); M. tuberculosis H37Rv growth inhibition, 7H9 media; higher % means a stronger effect; inhibition, % at 25 µM, or IC50 in µM where a hit was titrated; 330,000 tested, 0.59% active; in the data active = a potency from the dose series; inconclusive = inhibition above about 70% without an active follow-up result;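 note: bacterial growth assessed after seven days of incubation; strong numbers were not always called active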
VEEV TC-83 Vero = inhibitors of VEEV TC-83 cytopathic effect, confirmation, Vero cells (AID 588727); Vero cells, VEEV TC-83 cytopathic effect inhibition; higher % means a stronger effect; inhibition, % at 20 µM, or IC50 in µM where a hit was titrated; 350,000 tested, 0.13% active; in the data active = a potency from the dose series; inconclusive = inhibition mostly from about 14% at the one dose, without a potency; inactive = the rest, 99 in 100 with inhibition below about 12%; note: strong numbers were not always called active
VEEV TC-83 Vero 10K pilot screen = further read-out of VEEV TC-83 Vero, marked with its call; inhibition, %; measured here: 10K pilot screen inhibition
Numbers without * were called inactive; i = inactive; u = inconclusive; x = not tested or not shown. Rows were taken by chance. Share with any hit: about 1.6%.

Start of the listing, in advance, two compounds:
SMILES	M. tuberculosis	PhoP GFP inhibition	influenza NS1A	M. tuberculosis HTS	VEEV TC-83 Vero	others
CCOc1ccc(-c2nnn(CC(=O)c3ccc4c(c3)OCCO4)n2)cc1	11%	0%	-13%	7%	0.9%
CCOC(=O)c1c(N)n(C2CC(C)(C)NC(C)(C)C2)c2nc3ccccc3nc12	10%	1%	-2%	6%	1.4%

The listing, repeating the preview:
SMILES	M. tuberculosis	PhoP GFP inhibition	influenza NS1A	M. tuberculosis HTS	VEEV TC-83 Vero	others
CCOc1ccc(-c2nnn(CC(=O)c3ccc4c(c3)OCCO4)n2)cc1	11%	0%	-13%	7%	0.9%
CCOC(=O)c1c(N)n(C2CC(C)(C)NC(C)(C)C2)c2nc3ccccc3nc12	10%	1%	-2%	6%	1.4%
O=C1NC2(CCCC2)N=C1c1ccc(F)cc1	-5%	3%	2%	-7%	2.0%
Cc1cccc(C(=O)Oc2csc(=S)n2C(=O)c2cccc(C)c2)c1	36%	-7%	2%	-3%	7.5%
Cc1cccc(NC(=S)Nn2cnnc2)c1C	58%	-2%	-14%	0%	0.5%
COc1ccc(OC)c(C2=NS(=O)(=O)N(C)C(C(=O)N3CCC4(CC3)OCCO4)=C2)c1	6%	4%	5%	0%	2.2%
CC(C)(C)c1cc(OC(=O)Cc2ccccc2)ccc1O	64%	-16%	7%	-5%	0.8%
CCNC(=S)N1CCN(c2nc(-c3cccc(OC)c3)cs2)CC1	55%	-3%	-8%	8%	2.2%
Cc1cc(SCC(=O)c2cccs2)nc2ccccc12	79%	-3%	0%	8%	0.6%
Nc1nnc(SCC(=O)c2ccccc2)s1	-8%	-5%	6%	-2%	1.0%
NS(=O)(=O)c1ccc(CCNC(=O)c2cnccn2)cc1	6%	0%	3%	9%	0.1%
Cc1c(NC(=O)C(C)OC(=O)c2cc(-c3cccc4ccccc34)nc3ccccc23)c(=O)n(-c2ccccc2)n1C (stereo unspecified)	5%	-3%	-4%	-3%	10%

Quoted at random: six entries already listed.
SMILES	M. tuberculosis	PhoP GFP inhibition	influenza NS1A	M. tuberculosis HTS	VEEV TC-83 Vero	others
COc1ccc(OC)c(C2=NS(=O)(=O)N(C)C(C(=O)N3CCC4(CC3)OCCO4)=C2)c1	6%	4%	5%	0%	2.2%
CCOC(=O)c1c(N)n(C2CC(C)(C)NC(C)(C)C2)c2nc3ccccc3nc12	10%	1%	-2%	6%	1.4%
CC(C)(C)c1cc(OC(=O)Cc2ccccc2)ccc1O	64%	-16%	7%	-5%	0.8%
Cc1cc(SCC(=O)c2cccs2)nc2ccccc12	79%	-3%	0%	8%	0.6%
Cc1c(NC(=O)C(C)OC(=O)c2cc(-c3cccc4ccccc34)nc3ccccc23)c(=O)n(-c2ccccc2)n1C (stereo unspecified)	5%	-3%	-4%	-3%	10%
CCNC(=S)N1CCN(c2nc(-c3cccc(OC)c3)cs2)CC1	55%	-3%	-8%	8%	2.2%

Next section.
SMILES	M. tuberculosis	PhoP GFP inhibition	influenza NS1A	M. tuberculosis HTS	VEEV TC-83 Vero	others
Nc1[nH]c(=O)[nH]c(=O)c1N=Cc1ccccc1	x	x	-15%	x	i
CCOC(=O)CSc1nc2ccc(C)cc2[nH]1	5%	-5%	-12%	-3%	0.7%
Cc1ccc(Cn2c(=O)c3ccccc3n3c(CCC(=O)NCCN4CCOCC4)nnc23)cc1	-2%	-1%	15%	7%	i
Cc1ccc(OCCOCCN(C)C)c(Cl)c1	-23%	3%	4%	-3%	1.1%
Cc1ccc(S(=O)(=O)Nc2ccc(N3CCOCC3)cc2)cc1[N+](=O)[O-]	14%	4%	6%	3%	i
COc1ccc(CCNC(=O)CSc2nc3[nH]ncc3c(=O)n2-c2ccc(Br)cc2)cc1OC	2%	-8%	-9%	-1%	3.3%
COc1ccc(S(=O)(=O)N2CC(=O)Nc3ccccc32)cc1	-2%	-3%	-26%	2%	i
Nc1ccc(-c2cc3ccccc3oc2=O)cc1	7%	-1%	-2%	8%	0.6%
Cc1cc(C)nc(SCC(=O)Nc2sc3c(c2C#N)CCC(C)C3)n1 (stereo unspecified)	4%	24%	-6%	-4%	1.6%
Cc1cccc(NC(=O)C2(c3cccs3)CCOCC2)c1	5%	4%	-8%	-2%	i
N#Cc1ccc(-c2cccnc2)nc1SCC(=O)Nc1sc2c(c1C#N)CCC2	-4%	3%	-1%	6%	1.9%
Cc1ccc(C)c(C(=O)CN2C(=O)NC3(CCc4ccccc43)C2=O)c1 (stereo unspecified)	7%	x	-5%	10%	2.7%
COc1cc2nc(SCc3c(C)noc3C)n(CCC3=CCCCC3)c(=O)c2cc1OC	10%	-9%	6%	7%	7.6%
COc1ccccc1NC(=O)COc1ccccc1C(=O)c1cnn(-c2ccccc2)c1	50%	-8%	6%	13%	8.2%
O=C(c1ccc(Cl)cc1Cl)N1CCN(c2ccccn2)CC1	5%	-8%	-3%	-4%	0.4%
Cc1sc2ncnc(N3CCC(C(=O)NNC(=O)COc4ccccc4F)CC3)c2c1C	-3%	-7%	-10%	14%	12%
CCCC(OC(=O)CC1Sc2ccccc2NC1=O)C(=O)NCc1ccco1 (stereo unspecified)	15%	-4%	4%	-5%	i
COc1ccc(NC(=O)N2CCCCC2)cc1	11%	3%	3%	5%	0.1%
COc1cc(/C=C/C(=O)OCc2c(C)noc2C)ccc1OC(F)F	8%	-1%	-8%	3%	3.5%
Cn1nnnc1SCc1cccc2ccccc12	-5%	6%	-3%	-3%	0.7%
O=c1[nH]cnc2onc(-c3ccc(F)cc3)c12	-6%	1%	-15%	0%	0.7%
CC(=O)Nc1ccc(Nc2cc(C)nc3c(-c4ccccc4)c(C)nn23)cc1	7%	-1%	-7%	u	4.9%
CC1(C)CC(=O)c2cc(OCC(=O)N3CCN(Cc4ccccc4)CC3)ccc2O1	-3%	-7%	-3%	-2%	i
CCC(C)c1ccc(NC(=O)COC(=O)C2CCCC2)cc1 (stereo unspecified)	71%	x	5%	-1%	i
N#C/C(=C\c1ccc(Cl)cc1)c1nc2ccccc2o1	56%	-7%	4%	-3%	1.1%
CC(C(=O)Nc1ccc2c(c1)OCO2)N(c1ccc(Cl)cc1)S(C)(=O)=O (stereo unspecified)	15%	-8%	-11%	2%	1.8%
NC(=O)c1c(NC(=S)Nc2ccccc2)sc2c1CCCC2	u	-10%	1%	3%	5.8%
CN1C[C@@H]2C(c3ccccc3)C3(c4ccc(C#N)cc4)CC2(C3)[C@H]1c1ccccc1 (stereo partly specified)	13%	-12%	-3%	2%	i	VEEV TC-83 Vero 10K pilot screen=0.0
Cc1ccc2[nH]c(C(=O)N/N=C/c3ccccc3O)c(C)c2c1	48%	2%	20%	12%	u
CC(C)OC(=O)c1ccc(OC(=O)c2cccnc2)cc1	33%	4%	1%	50%	0.7%
O=C(Cc1c(F)cccc1Cl)Nc1ccccn1	7%	-7%	-11%	11%	i
CCOC(=O)COc1ccc(S(=O)(=O)Nc2ccc(C)cc2)cc1	x	-2%	-8%	x	8.9%
CC(C)(C)C1CCC(=NNC(=S)NCc2ccccc2)CC1 (stereo unspecified)	4%	17%	1%	u	1.0%
COc1cc(C(C)=O)ccc1COc1ccc(C(=O)OCC(N)=O)cc1OC	14%	-4%	20%	-10%	i
CC(=O)c1cccc(NC(=S)NC(=O)Cc2ccc(Cl)cc2)c1	-4%	-1%	-8%	6%	1.2%
CCc1c(C)nc2cc(-c3cc(OC)cc(OC)c3)nn2c1N1CCCC1	43%	24%	-4%	u	5.2%
Cc1cnc(NC(=O)CSc2nnc(COc3c(C)cccc3C)o2)s1	60%	-13%	-5%	0%	i
CCOc1ccc(S(=O)(=O)Nc2ccc3c(c2)c2c(n3S(=O)(=O)c3ccc(OCC)cc3)CCCC2=O)cc1	-3%	-5%	x	-1%	x
COc1cccc(CN(CC(=O)NC2CCCC2)C(=O)c2csnn2)c1	-6%	-3%	4%	-5%	0.3%
CC1CCN(c2ccccc2NC(=S)NC(=O)c2ccco2)CC1	53%	-1%	12%	6%	8.1%
O=C(Nc1ccc2c(c1)OCCO2)c1cccnc1	-6%	-4%	5%	-3%	i
O=C(CN1CCC(Cc2ccccc2)CC1)NC(=O)NCc1ccccc1	3%	-6%	-4%	-1%	0.5%
Clc1cccc(Cl)c1CSc1nnc2ccccn12	-6%	-7%	-1%	-4%	0.2%
COC(=O)CN1C(=O)N/C(=C/c2ccc(OC)c(C)c2OC)C1=O	-19%	-3%	-3%	-5%	0.4%
CC(OC(=O)c1cc(=O)[nH]c2ccccc12)C(=O)N1C(C)CCCC1C (stereo unspecified)	15%	x	-11%	-8%	1.5%
Nc1nc(C(=O)N2CCOCC2)nn1S(=O)(=O)c1ccccc1	-6%	-5%	8%	-9%	i
COCCn1nnnc1SCC(=O)c1ccccc1	39%	-9%	4%	0%	0.6%	VEEV TC-83 Vero 10K pilot screen=0.1
COC(=O)C(O)(CC(=O)Nc1ccc(Cl)cc1F)C(F)(F)F (stereo unspecified)	-9%	-11%	-6%	-1%	1.2%
Oc1ccc(C=NNC(=S)Nc2cccnc2)nc1	x	x	0.99µM*	x	1.7%
CSc1ccc(CNc2nc3ccccc3n3cnnc23)cc1	1%	7%	-20%	13%	0.6%
O=C1NC(=S)NC1=Cc1ccc2c(c1)CCC2	x	x	12%	x	0.7%
COc1ccc(S(=O)(=O)N(C(=O)c2ccco2)c2cc3sc(=O)oc3c3ccccc23)cc1	4%	-3%	1%	5%	11%
Cc1cccc(C(=O)N[C@H](C(=O)NCCc2ccc(Cl)cc2)C(C)C)c1	-4%	6%	-1%	3%	0.8%
COc1cccc(/C(O)=C2/C(=O)C(=O)N(Cc3ccco3)C2c2ccncc2)c1 (stereo unspecified)	-7%	7%	2%	4%	1.0%
CCCc1sc(N2CCCC(C(N)=O)C2)nc1-c1ccccc1 (stereo unspecified)	-1%	4%	8%	-4%	i
O=C(Nc1nc2ccccc2[nH]1)c1ccc(F)cc1	i	9%	11%	u	0.6%
CN(C)c1ccc(NC(=O)c2ccc3nc[nH]c3c2)cc1	-4%	22%	23%	3%	i
NC(=O)C1CCN(C(=O)COc2ccc3c(c2)oc(=O)c2ccccc23)CC1	-2%	12%	0%	-6%	1.6%
CCN(CC)c1ccc(Nc2nc(N3CCOCC3)c3ccccc3n2)cc1	31%	0%	12µM*	19%	2.2%
CCC(CC)c1nnc(NC(=O)c2cc([N+](=O)[O-])ccc2N2CCCCC2)s1	9%	-4%	7%	10%	5.9%
Other compounds follow:
SMILES	M. tuberculosis	PhoP GFP inhibition	influenza NS1A	M. tuberculosis HTS	VEEV TC-83 Vero	others
N#Cc1ccc(-c2ccccc2)nc1SCC(=O)c1cc2ccccc2oc1=O	u	0%	2%	u	4.3%
COc1ccc(Br)cc1CN(C)CC(=O)Nc1cc(Cl)cc(Cl)c1	17%	5%	-3%	5%	0.4%
O=C(Nc1ncn[nH]1)c1ccc([N+](=O)[O-])cc1[N+](=O)[O-]	12%	0%	4%	-8%	0.7%
Cc1ccc(-c2c(NCCc3ccccc3)c(=O)c2=O)cc1	-2%	-8%	-3%	2%	i
Cc1ccc(-n2ncc3c(SCc4ccccc4)ncnc32)cc1	65%	1%	4%	9%	i
CCn1c(SCC(=O)Nc2cc(NC(C)=O)ccc2OC)nnc1-c1cccnc1	27%	-6%	-13%	2%	0.6%
Cc1ccc(NC(=O)c2cc(=O)[nH]c3ccc(S(=O)(=O)N4CCOCC4)cc23)cc1	11%	x	-9%	-7%	4.5%
CCN(CC)S(=O)(=O)c1ccc(N=Cc2c(O)n(-c3ccccc3)c(=O)[nH]c2=O)cc1	10%	9%	6%	-5%	0.3%
CNc1nc(-c2ccccc2)nc(-c2ccccc2)c1C#N	9%	2%	-12%	3%	0.1%
O=C(Nc1ccc(N2CCCC2)cc1)C(Cl)c1ccccc1 (stereo unspecified)	44%	-6%	17%	-8%	0.3%
Cn1c(Cc2cccs2)nnc1SCC(=O)Nc1ccc(F)cc1F	18%	-4%	0%	25%	0.2%
CN(Cc1cnn(C)c1)C(=O)C1CCC(=O)N(Cc2ccc(Cl)cc2)C1 (stereo unspecified)	-15%	-6%	-4%	0%	1.9%
COc1ccc(OC)c(C(C(=O)NC2CCCCC2)N(C(=O)c2ccccn2)c2cccnc2)c1 (stereo unspecified)	-4%	2%	7%	-4%	0.9%
COc1cc(CC(=O)OCC(=O)Nc2cccc([N+](=O)[O-])c2)cc(OC)c1OC	26%	-8%	6%	-10%	0.5%
Cc1c(C(=O)OC2CCCC2)[nH]c2c1C(=O)CC(c1ccco1)C2 (stereo unspecified)	34%	14%	2%	10%	8.3%
O=C(c1ccccc1)N1CCN(CC(O)COc2ccc(Br)cc2)CC1 (stereo unspecified)	8%	-4%	2%	10%	0.3%
COc1cc(O)c(C(CC(=O)N2CCCC(C)C2)c2cc(OC)c(OC)c(OC)c2)c(OC)c1 (stereo unspecified)	-13%	3%	5%	-12%	11%
